High-throughput results deposited in PubChem by several laboratories.
ROMK primary: modulates human ROMK potassium channel activity; P48048; Tet-inducible ROMK, thallium flux fluorescence; actives lie on both sides; B-score at 10 µM; hit rate 2% among 130,000;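 active = signal ratio slope over the read window, or its plate-corrected B-score, at least 3 SD from the plate mean, either direction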;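 note: B-score of the F/F0 ratio slope over 7 to 12 s after thallium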
Target sequence (P48048 whole entry, looked up): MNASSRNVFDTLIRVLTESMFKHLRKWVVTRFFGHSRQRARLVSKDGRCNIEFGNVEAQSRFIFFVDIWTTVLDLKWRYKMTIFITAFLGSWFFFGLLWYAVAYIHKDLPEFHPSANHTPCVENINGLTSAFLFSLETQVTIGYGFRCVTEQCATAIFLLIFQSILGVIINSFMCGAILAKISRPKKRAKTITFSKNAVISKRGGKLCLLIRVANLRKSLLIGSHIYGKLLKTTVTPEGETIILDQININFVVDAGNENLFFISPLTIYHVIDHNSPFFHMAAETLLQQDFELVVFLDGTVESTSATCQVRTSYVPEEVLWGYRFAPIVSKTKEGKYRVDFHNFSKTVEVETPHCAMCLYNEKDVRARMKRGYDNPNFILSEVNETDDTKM
STAT3 blocker: inhibitors of IL-6 induced STAT3 signaling; U3A cells, IL-6 STAT3-luciferase reporter, luminescence; host cell line lacks STAT1; inhibition, % at 5.5 µM; hit rate 0.89% among 190,000;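 active = inhibition above the mean inhibition across all screened compounds plus 3 SD, cut at about 44% in these data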;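 note: 0% = DMSO only wells and 100% = 100 µM nifuroxazide control wells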
RAM inhibit: yeast RAM network inhibition. S. cerevisiae dse1pr::URA3 reporter, 5-FOA growth OD615, 2 d; analog-sensitive cbk1-as2 kinase mutant strain. inhibition, % at 50 µM. hit rate 1.8% among 190,000. AID 868;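 active = inhibition above a set limit, 3 SD over mean compound inhibition, cut at about 8.4% in these data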;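 note: 0% = DMSO-only wells with no growth and 100% = 10 µM 1-NA-PP1 full growth; inhibition rescues growth on 5-FOA so higher OD means more RAM inhibition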
TLR4 MyD88 comp: inhibitors of human TLR4-MyD88 binding | O00206+Q99836 | HeLa CL3-4 TLR4/MyD88 BLA complementation, FRET ratio | inhibition, % at 8.4 µM | hit rate 0.18% among 200,000 | AID 861; in the data active = inhibition above about 25%;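 note: 0% = vehicle and 100% = reference inhibitor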
STAT3 act: STAT3 signaling activation | U3A cells, IL-6 STAT3-luciferase reporter, luminescence; 100% = signal with IL-6 EC80 alone | activation (% of control), % at 5.6 µM | hit rate 0.91% among 190,000;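 active = activation above the screen-wide mean of compound activation plus 3 SD, cut at about 130% in these data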;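 note: 0% = background luminescence of wells with medium and substrate only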
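Material: human STAT1-deficient U3A cells with stable STAT3-luciferase reporter / Probe or stimulus: IL-6 stimulus at 33 ng/mL final / Schedule: 1 h compound pre-exposure, 6 h IL-6 stimulation, 37 °C / Technique: luminescence / Read-out basis: percent of IL-6-only median luminescence / Control set: IL-6-only high control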
SRC2 TRFRET art: counter-screen for PPARgamma SRC-2 recruitment agonists: TR-FRET artefact; active compounds read high; TR-FRET ratio at 8 µM; hit rate 0.4% among 200,000; AID 1049; in the data active = TR-FRET ratio above about 2000; note: inactives centre near 1500
PPARg SRC-1 ag: PPARgamma-driven SRC-1 recruitment agonism. PPARgamma-SRC-1 coactivator recruitment biochemical assay. hit rate 0.41% among 200,000. activation, % at 8 µM. P37231; in the data active = activation above about 19%;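 note: 0% = DMSO and 100% = reference agonist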
PPARg SRC-2 ag: PPARgamma-driven SRC-2 recruitment agonism; P37231; AID 1032; hit rate 0.34% among 200,000; PPARgamma LBD-SRC-2 recruitment, biochemical; activation, % at 8 µM; in the data active = activation above about 22%;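 note: 0% = vehicle and 100% = reference agonist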
STAT1 blocker: reduces IFN-gamma driven STAT1 reporter signal | NIH 3T3 STAT1-luciferase reporter, luminescence | inhibition, % at 5.5 µM | hit rate 0.35% among 200,000 | AID 920;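 active = inhibition above a set limit, the mean inhibition across all tested compounds plus 3 SD, cut at about 34% in these data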;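 note: 0% = IFN-gamma with DMSO and 100% = IFN-gamma with 300 µM nifuroxazide; values of inactives mirror those of a sister screen read the other way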
S1P3 antagonist: S1P3 (human) receptor antagonism. Q99500. CHO S1P3 NFAT-BLA reporter, FRET fluorescence, antagonist mode. inhibition, % at 4.98 µM. hit rate 0.27% among 170,000. AID 485;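 active = inhibition above the plate cutoff, the mean inhibition of test wells on that plate plus 3 SD, cut at about 28% in these data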;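 note: cells challenged with S1P at its EC80 of 0.8 µM; blue over green emission ratio from cleaved BLA substrate after 4 h stimulation; 0% = S1P-stimulated wells and 100% = unstimulated DMSO-only wells; some compounds past the cut are filed as inactive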
Target sequence (Q99500 whole entry, looked up): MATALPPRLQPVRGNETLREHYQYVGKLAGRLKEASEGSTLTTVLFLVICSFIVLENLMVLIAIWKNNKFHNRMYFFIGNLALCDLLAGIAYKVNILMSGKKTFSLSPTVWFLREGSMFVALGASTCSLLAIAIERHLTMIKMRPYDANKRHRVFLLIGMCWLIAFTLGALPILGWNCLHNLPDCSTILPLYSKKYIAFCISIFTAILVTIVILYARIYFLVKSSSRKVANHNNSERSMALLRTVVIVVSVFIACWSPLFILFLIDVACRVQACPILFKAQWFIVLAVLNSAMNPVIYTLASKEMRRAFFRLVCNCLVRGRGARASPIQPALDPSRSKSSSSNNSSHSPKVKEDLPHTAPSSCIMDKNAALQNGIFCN
PPARg SRC-3 ag: agonists of human PPARgamma SRC-3 coactivator recruitment; biochemical PPARgamma/SRC-3 coactivator recruitment assay; AID 731; activation, % at 8 µM; P37231; hit rate 0.26% among 200,000; in the data active = activation above about 23%;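 note: 0% = DMSO and 100% = reference agonist; some compounds past the cut are filed as inactive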
Active calls of the source: *; . = not tested or not shown. The order is random; overall some 5.6% were active at least once.

SMILES	ROMK primary	STAT3 blocker	RAM inhibit	TLR4 MyD88 comp	STAT3 act	SRC2 TRFRET art	PPARg SRC-1 ag	PPARg SRC-2 ag	STAT1 blocker	S1P3 antagonist	PPARg SRC-3 ag
CCOC1OC(=O)C(Cl)=C1Nc1ccc(C)cc1C (stereo unspecified)	-0.72	6	-0.4	1	94	1683	1	9	6	-5	-2
CN(C)Cc1nc2c(c(=O)[nH]1)C1(CCCCC1)Cc1ccccc1-2	.	10	0.5	12	95	1544	0	-9	12	5	-12
COc1ccc(C2CC2C(=O)c2ccccn2)cc1 (stereo unspecified)	0.48	-12	1.2	-2	121	1580	6	-9	-17	-10	0
Cc1cc(=O)oc(C)c1C(=O)n1nc(C)c2c1C[C@@H]1[C@H]2C1(C)C	-1.3	2	0.7	0	102	1595	-11	-3	-1	.	-1
CCOc1cccc(C(=O)Nc2ccccc2N2CCN(C(=O)C(C)C)CC2)c1	-0.0045	12	1.5	-6	92	1586	11	-4	-1	-2	-1
Cc1nnc(SCC(=O)N2CCCC(C(=O)c3ccc(Cl)cc3)C2)o1 (stereo unspecified)	1.2	0	-1.0	-2	104	1535	3	-1	3	-7	-2
CC(C(=O)N1CCN(c2ccc(Cl)cc2)CC1)c1ncc(C(F)(F)F)cc1Cl (stereo unspecified)	.	5	2.2	-9	99	1469	1	3	1	.	-1
CC(=O)c1c(C)n(CC(=O)NCc2ccco2)c2ccccc12	-0.0098	9	1.4	-7	99	1476	6	-5	10	2	2
CN1CC(=O)N(CC(=O)NCc2ccc3c(c2)OCO3)C1=O	1.4	1	1.2	-2	97	1398	0	9	5	.	3
CCC(C)NC(=O)CSc1nc2n[nH]c(C)c2c(=N)n1-c1ccc(OC)cc1 (stereo unspecified)	.	27	4.9	-2	81	1625	4	2	10	-16	3
CCn1nc(C(=O)OC(C(=O)c2c[nH]c3ccccc23)c2ccccc2)c2ccccc2c1=O (stereo unspecified)	0.56	-10	2.8	-8	107	1569	6	11	-5	.	4
Cc1ccc(C)c(NC(=O)C(Sc2cccc[n+]2[O-])c2ccccc2)c1 (stereo unspecified)	-0.13	9	-0.9	5	99	1436	9	6	-2	7	6
CSc1ncccc1C(=O)NCCc1ccc(Cl)cc1	0.2	15	2.0	-1	91	1596	0	0	4	-13	-7
CN(CCC#N)C(=S)Nc1ccc(S(=O)(=O)N2CCOCC2)cc1	-0.018	3	0.8	3	98	1494	5	0	-4	-12	3
Cc1nn(-c2cccc(Cl)c2)c(Cl)c1/C=N/NC(=O)c1cccs1	0.27	12	1.1	-5	92	1538	-4	-7	-29	-27	8
CCN(CC)CCCN1C(=O)CSC1c1ccc2c(c1)OCO2 (stereo unspecified)	.	13	1.2	-14	98	1597	-1	3	0	-9	6
COc1ccccc1C(=O)C1CCCN(Cc2cn[nH]c2C2CCCCC2)C1 (stereo unspecified)	-1.5	-2	0.8	-3	106	1543	17	7	5	-28	4
CC(C)Oc1cccc(-c2cc(C(=O)N3CCN(S(C)(=O)=O)CC3)c3ccccc3n2)c1	.	-11	1.1	7	113	1512	1	13	-25	-14	0
CC(=O)c1ccc(NC(=O)C2CCN(S(=O)(=O)c3cccc4cccnc34)CC2)cc1	.	-1	2.3	-8	106	1537	-4	4	-9	12	1
CCCCNC(=O)C12CCC(C)(C(=O)C1Br)C2(C)C (stereo unspecified)	-0.0063	14	0.5	10	92	1642	6	2	6	-19	5

In a second layout: entries from further up.
Sequence of screens: ROMK primary, STAT3 blocker, RAM inhibit, TLR4 MyD88 comp, STAT3 act, SRC2 TRFRET art, PPARg SRC-1 ag, PPARg SRC-2 ag, STAT1 blocker, S1P3 antagonist, PPARg SRC-3 ag
- CN1CC(=O)N(CC(=O)NCc2ccc3c(c2)OCO3)C1=O
  1.4, 1, 1.2, -2, 97, 1398, 0, 9, 5, ., 3
- CCC(C)NC(=O)CSc1nc2n[nH]c(C)c2c(=N)n1-c1ccc(OC)cc1 (stereo unspecified)
  ., 27, 4.9, -2, 81, 1625, 4, 2, 10, -16, 3

Next section:
SMILES	ROMK primary	STAT3 blocker	RAM inhibit	TLR4 MyD88 comp	STAT3 act	SRC2 TRFRET art	PPARg SRC-1 ag	PPARg SRC-2 ag	STAT1 blocker	S1P3 antagonist	PPARg SRC-3 ag
NC(=O)C(F)(F)C12OC3C4C5CC(C6C5C3C61)C42 (stereo unspecified)	.	-5	1.8	5	108	1388	7	2	4	-4	5
O=C(CN1C(=O)c2ccccc2C1=O)OCN1C(=O)c2ccccc2C1=O	-0.085	7	.	3	98	1359	-3	3	-7	.	-4
CC1=C(c2ccc(C)cc2)[N+](=O)C(C)(C)N1[O-]	-0.45	0	0.5	4	101	1466	-2	0	-4	-5	-3
Cc1cc(/C=C2/NC(=S)NC2=O)c(C)n1-c1cccnc1	0.034	-2	1.6	-7	104	1419	6	0	-29	-5	6
O=C1CC(c2ccc(F)cc2)C2=C(CCCC2=O)N1 (stereo unspecified)	0.023	-2	1.6	1	106	1427	2	-4	6	-6	-6
O=C(COC(=O)c1ccc2[nH]c3c(c2c1)CCCC3)Nc1ccccc1	-0.24	5	3.3	-1	95	1493	-3	-6	8	-14	0
CSc1ccccc1NC(=O)Cn1c(-c2cscn2)nc2ccccc21	.	-10	1.9	-1	108	1477	24*	1	-2	4	3
CCCOc1ccc(NC(=O)c2c(-c3ccccc3)noc2C)cc1	.	11	2.5	9	95	1510	1	2	16	-44	-11
COc1ccc(NC(=O)C/C(C)=N/NC(=O)C(=O)Nc2cccc(Cl)c2C)c(OC)c1	-0.099	22	3.9	-5	84	1570	-8	5	-10	-2	-1
Cn1c(=O)c(Oc2ccc(F)cc2)c(O)c2ccccc21	-0.46	16	-0.6	-5	88	1292	-2	1	18	-20	-1
CCCCC(=O)Nc1ccc(F)c(Cl)c1	.	11	0.1	-3	94	1604	-5	4	4	-16	-5
Cc1cc(C)n(CCN(C)Cc2cn[nH]c2-c2ccc(F)cc2F)n1	0.78	1	1.6	-10	103	1488	12	3	-4	1	0
O=C(/C=C/c1ccccc1[N+](=O)[O-])OC1CCCCC1=O (stereo unspecified)	0.69	4	3.1	2	100	1566	4	5	5	-28	9
O=C(c1cc(COc2ccc(F)cc2F)on1)N1CCSCC1	-0.17	6	-0.8	-4	97	1446	0	-1	-43	-16	0
CCN1CC=C2C(C#N)=C(N)C(C#N)(C#N)C(c3cc(Cl)ccc3Cl)C2C1 (stereo unspecified)	-4.8*	4	-0.7	-8	99	1877	18	9	4	-15	12
CSc1ccccc1C(=O)C1CCCN(C(=O)c2csnn2)C1 (stereo unspecified)	-0.69	2	0.9	10	104	1648	4	9	-5	10	3
Cc1ccc(NC(=O)C/C(N)=N/O)cc1C	.	13	1.4	-2	93	1473	0	0	7	.	0
CCc1cc(-c2n[nH]c(CCC(=O)O)c2-c2nc3ccccc3n2C)c(O)cc1O	1.6	14	0.0	-9	97	1685	0	3	1	-8	5
CCc1ccc(NC(=O)C2CC=CCC2C(=O)O)cc1 (stereo unspecified)	.	2	-0.7	-2	104	1471	4	-3	0	.	1
CSc1nnc(C)c(=O)n1COC(=O)/C=C/c1ccc2c(c1)OCO2	0.6	11	0.4	4	97	1391	11	-4	11	5	4
COC(=O)c1sccc1NC(=O)CSc1ccccc1NS(=O)(=O)c1ccc(F)cc1	.	1	3.8	1	101	1428	10	7	-2	.	-5
COc1ccc(C(=O)N2CCCC(c3ccccc3)C2)cc1 (stereo unspecified)	-1	8	1.8	-8	96	1575	5	4	-3	.	9
CSc1ccc(CNc2ccccn2)cc1	-0.11	0	2.0	3	100	1499	2	0	-32	5	2
Cc1cccc(C(=O)CC(=O)c2cc(Cl)ccc2O)c1	0.37	11	-0.8	4	96	1524	-3	6	-8	.	-3
O=C(CSc1nc2c(sc3ccccc32)c(=O)n1CCc1ccccc1)NCc1ccco1	-0.31	-1	2.2	-7	101	1693	2	4	0	.	9
CC(=O)c1cc2c(cc1N/C(=N/S(=O)(=O)c1ccc(C)cc1)c1ccc(Cl)cc1)OCO2	-0.00065	-13	2.5	-12	109	1697	3	2	3	-12	0
Cc1c(Cl)cccc1NC(=O)CNC(=O)c1ccccc1F	.	9	2.2	-4	96	1468	3	2	-5	1	5
COc1ccc(NC(=O)CSc2nccn2C)cc1S(N)(=O)=O	0.49	3	1.5	6	105	1444	3	4	-5	-16	6
CCC(=NCc1ccccc1)C1=C(O)C(C(=O)OC)C(C)(C)CC1=O (stereo unspecified)	-0.1	19	0.0	3	86	1595	-5	-4	12	-16	17
Cn1c(C2=C(O)CN(Cc3ccccc3)C2=N)[n+](C)c2ccccc21	0.62	2	1.1	5	101	1497	1	-3	-6	-14	-2
COc1ccc(C2C(C#N)=C(N)Oc3n[nH]c(C)c32)cc1Cn1nnc2ccccc21 (stereo unspecified)	.	10	-0.3	-9	95	1387	5	6	1	-78	-12
CCn1c(C(=O)NCCCc2ccccc2)cc2sccc21	-0.36	3	10*	-12	105	1561	10	12	-2	2	6
COc1ccc(-c2cc(C(F)(F)F)nc(N)n2)cc1	.	17	2.7	-4	91	1504	7	9	-23	11	4
CCOC(=O)Cc1c(C)nc2c(-c3ccccc3)c[nH]n2c1=O	.	12	1.6	1	93	1708	5	8	3	.	0
COc1cc(C(C)=O)ccc1OCC(=O)NCC1(N2CCCCC2)CCCCC1	-1.3	-8	0.8	2	109	1696	7	3	1	-19	9
Nc1nc(CSc2nnnn2-c2ccc(F)c(Cl)c2)nc(N2CCOCC2)n1	-1.2	0	.	-6	107	1564	2	5	-5	-3	1
Cc1cc(=O)nc2c3ccccc3n(C(C)C(=O)Nc3c(F)c(F)c(F)c(F)c3F)n12 (stereo unspecified)	0.1	2	1.1	-5	106	1549	-6	-5	7	-9	-4
C/C(=N\NC(=O)c1cc(Cl)ccc1O)c1ccc(Br)s1	0.49	4	4.2	10	99	1479	-1	6	1	9	6
O=C(O)c1ccccc1-c1nc(-c2ccccc2)c(-c2ccccc2)[nH]1	-0.068	8	3.9	-11	101	1623	18	-1	-5	-20	7
CC(C)(C)C(=O)N1CCN(c2ccc([N+](=O)[O-])c(NCc3cccnc3)c2)CC1	0.75	-2	-0.1	-6	107	1821	2	8	3	-6	2
CNC(=S)N1CCN(c2nc3ccccc3s2)CC1	-0.027	23	2.0	-13	84	1895	1	8	-18	-10	3
Brc1ccc(-c2ccc(/C=N/Nc3nncc(-c4ccccc4)n3)o2)cc1	0.67	0	5.4	-15	99	1507	6	2	6	.	4
CCCc1cc(=O)oc2c(CN3CCCC3)c(O)c(Cl)cc12	0.38	1	1.4	-20	103	1623	8	8	0	.	-6
COCc1nnc(NC(=O)c2ccc(NC(=O)C(C)C)cc2)s1	.	6	1.1	2	98	1413	2	0	0	-2	-2
CC1(C)CC(=O)C(C=Nc2ccc(O)c(N=CC3=C(O)CC(C)(C)CC3=O)c2)=C(O)C1	0	-3	7.5	-2	104	1689	4	-4	-17	-14	5
